Mcl1-Noxa inh: Mcl-1/Noxa binding inhibitors, primary screen, biochemical, TR-FRET, 1536-well. inhibition, % at 21.7 µM. Induced myeloid leukemia cell differentiation protein Mcl-1 (Homo sapiens), Q07820. TR-FRET Mcl-1/Noxa peptide binding, 2 h. AID 1022, 2008. 220,000 compounds, 1.5% hits;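 active = compounds that cut the protein-peptide binding signal by more than 50% relative to plate controls in a single-dose test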;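 note: His-tagged Mcl-1 with rhodamine Noxa BH3 peptide and terbium anti-His antibody; 0% = Mcl-1 plus Noxa peptide wells and 100% = peptide-only wells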
Mcl-1 Bim block: inhibitors of Bim peptide binding to Mcl-1, primary screen, biochemical, bead-based flow cytometry, multiplex; Bim peptide-Mcl-1 binding; AID 1009, 2008; inhibition, % at 10 µM; 190,000 compounds, 0.1% hits; in the data active = inhibition above about 40%;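 note: 0% = no compound tracer wells and 100% = peptide blocker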
Mcl1-Bid inh: Mcl-1/Bid binding inhibitors, primary screen, biochemical, TR-FRET, 1536-well; inhibition, % at 21.7 µM; AID 1021, 2008; Induced myeloid leukemia cell differentiation protein Mcl-1 (Homo sapiens), Q07820; TR-FRET Mcl-1/Bid-Dy647 peptide binding; 220,000 compounds, 0.97% hits;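 active = compounds that cut the binding signal by more than half at the single screening dose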;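 note: His-tagged Mcl-1 with europium anti-His antibody binding Bid BH3 peptide; 0% = Mcl-1 plus peptide wells and 100% = peptide-only wells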
Pf gametocyte: late stage P. falciparum gametocyte viability inhibitors, primary screen, ATP luminescence, HTS. P. falciparum stage V gametocytes, 24 h. inhibition, % at 10.9 µM. 150,000 compounds, 0.065% hits;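 active = inhibition above the mean plus 3 SD of compounds within the control limits, set per campaign, cut at about 38% in these data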;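 note: 0% = DMSO wells and 100% = medium only without gametocytes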
RGS4-Gao reg: modulators of RGS4 binding to Galphao, primary screen, biochemical, multiplexed bead flow cytometry | Guanine nucleotide-binding protein G(o) subunit alpha (Homo sapiens), P09471 | actives lie on both sides | binding response (% of control), % at 10 µM | 220,000 compounds, 0.33% hits | AID 1415, 2008; in the data active = binding response below about 49% or above about 150%; inactive = in between;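 note: fluorescent Galphao activated with aluminum fluoride binding bead-coupled RGS4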
ABCG2 block: ABCG2 efflux pump inhibitors, primary screen, multiplex with ABCB1, IgMXP3 cells, flow cytometry | AID 1325, 2008 | inhibition, % at 6.6 µM | Broad substrate specificity ATP-binding cassette transporter ABCG2 (Homo sapiens), Q9UNQ0 | 190,000 compounds, 0.1% hits | JC-1 efflux;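 active = inhibition above 80%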;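 note: 0% = DMSO and 100% = nicardipine control wells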
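test system = two drug-resistant human cell lines, ABCG2 and ABCB1 | amount = 3 million cells/mL final, two lines in 1:1 ratio | reagent = JC-1 transporter substrate | doses = one concentration, 6.6 µM final | incubation = 10 min at 25 °C | signal = flow cytometric JC-1 green MFI at 530 nm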
ABCB1 inh: ABCB1 efflux pump inhibitors, primary screen, cell-based, multiplex, flow cytometry, ABCG2 counter-screen. CCRF-Adr cells, JC-1 efflux. inhibition, % at 6.6 µM. 190,000 compounds, 0.067% hits; in the data active = inhibition above about 40%;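 note: 0% = vehicle and 100% = reference inhibitor; higher value means more JC-1 retained so stronger ABCB1 efflux block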
Target sequence (P08183 whole entry, looked up): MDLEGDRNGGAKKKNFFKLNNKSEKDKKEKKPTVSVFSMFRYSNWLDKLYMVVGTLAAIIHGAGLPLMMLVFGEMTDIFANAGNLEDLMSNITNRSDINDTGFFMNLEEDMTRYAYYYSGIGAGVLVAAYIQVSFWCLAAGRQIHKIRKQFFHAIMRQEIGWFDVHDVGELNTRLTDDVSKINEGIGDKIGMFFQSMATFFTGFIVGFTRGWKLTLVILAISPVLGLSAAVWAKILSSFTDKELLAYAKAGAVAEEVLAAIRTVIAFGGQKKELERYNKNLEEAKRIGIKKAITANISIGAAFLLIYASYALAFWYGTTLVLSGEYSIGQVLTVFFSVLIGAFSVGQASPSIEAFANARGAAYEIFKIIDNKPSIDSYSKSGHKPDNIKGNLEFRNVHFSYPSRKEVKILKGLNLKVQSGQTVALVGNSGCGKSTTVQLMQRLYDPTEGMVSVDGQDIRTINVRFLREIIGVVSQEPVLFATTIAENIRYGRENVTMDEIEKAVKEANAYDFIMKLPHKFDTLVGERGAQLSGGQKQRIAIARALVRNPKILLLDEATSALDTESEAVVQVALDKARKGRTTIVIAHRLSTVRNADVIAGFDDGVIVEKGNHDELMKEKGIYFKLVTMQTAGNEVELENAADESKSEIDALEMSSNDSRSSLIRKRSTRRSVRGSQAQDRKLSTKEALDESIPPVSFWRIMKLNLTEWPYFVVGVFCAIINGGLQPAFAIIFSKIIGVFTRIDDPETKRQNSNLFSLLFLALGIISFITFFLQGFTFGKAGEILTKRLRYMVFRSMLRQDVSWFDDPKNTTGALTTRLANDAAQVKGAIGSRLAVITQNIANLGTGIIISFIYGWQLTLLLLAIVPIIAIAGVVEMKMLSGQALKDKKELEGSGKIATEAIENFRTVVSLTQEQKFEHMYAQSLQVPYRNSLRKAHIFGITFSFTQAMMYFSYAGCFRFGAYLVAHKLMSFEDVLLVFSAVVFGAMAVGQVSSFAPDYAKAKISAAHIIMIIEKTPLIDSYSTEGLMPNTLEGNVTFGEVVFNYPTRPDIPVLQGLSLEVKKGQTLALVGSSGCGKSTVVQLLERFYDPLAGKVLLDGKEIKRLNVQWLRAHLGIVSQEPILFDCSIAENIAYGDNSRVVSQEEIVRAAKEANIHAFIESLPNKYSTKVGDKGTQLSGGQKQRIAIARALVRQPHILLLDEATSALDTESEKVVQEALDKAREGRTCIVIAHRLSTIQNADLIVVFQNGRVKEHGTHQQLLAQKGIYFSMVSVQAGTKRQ
RGS8-Gao: RGS8-Galphao binding modulators, primary screen, biochemical, multiplexed bead flow cytometry | actives lie on both sides | response (percent of control binding), % at 10 µM | 220,000 compounds, 0.34% hits; in the data active = response below about 60% or above about 140%; inactive = in between;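 note: Galphao activated as the GDP aluminium fluoride complex binding bead-coupled RGS8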
RGS7-Gao: RGS7-Galphao binding modulators, primary screen, biochemical, multiplexed bead flow cytometry; 220,000 compounds, 0.35% hits; binding response (% of control), % at 10 µM; actives lie on both sides; Guanine nucleotide-binding protein G(o) subunit alpha (Homo sapiens), P09471; in the data active = binding response below about 49% or above about 150%; inconclusive = no clear call, values can overlap the other calls; inactive = in between;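 note: fluorescent Galphao held in activated GDP-AlF4 state binding bead-coupled RGS7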
Avidin fluor: green autofluorescence of compounds with avidin beads – biophysical, 488/530 nm, flow cytometry, artefact control, profiling panel | compound fluorescence 488/530 nm; active compounds read high | AID 1775, 2009 | 220,000 compounds, 0.38% hits | fluorescence (KMESF) at 10 µM; in the data active = fluorescence above about 47; note: inactives centre near 10
GSH bead fluor: compound fluorescence on glutathione beads, profiling panel, artefact control, biophysical, 488/530 nm, flow cytometry; AID 1776, 2009; fluorescence (KMESF) at 10 µM; 190,000 compounds, 0.25% hits; GSH beads flow cytometry, compound fluorescence 488/530 nm; active compounds read high; in the data active = fluorescence above about 89;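 note: glutathione beads carrying GST-tagged Bcl family fusion proteins plus one bare bead set; values are compound well signal with DMSO vehicle wells as background; inactives centre near 16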
An asterisk follows results filed as active; ? = inconclusive; nt = no result given.

SMILES | Mcl1-Noxa inh | Mcl-1 Bim block | Mcl1-Bid inh | Pf gametocyte | RGS4-Gao reg | ABCG2 block | ABCB1 inh | RGS8-Gao | RGS7-Gao | Avidin fluor | GSH bead fluor
O=C(OCc1ccccc1)c1cccc(-c2nnc(-c3ccccc3)o2)c1 | 6 | -1 | -15 | 2 | 101 | 34 | 2.6 | 101 | 100 | 15 | 14
Cc1c(NC(=O)OCCNC(=O)COc2c(Cl)cccc2Cl)sc(=S)n1C | -14 | -5 | -27 | nt | 104 | 27 | 0.6 | 102 | 101 | 13 | 23
CCN(CC)S(=O)(=O)c1cccc(NC(=O)COC(=O)/C=C/c2cccs2)c1 | 9 | nt | -15 | 5 | 95 | nt | nt | 100 | nt | 5 | nt
CCCCCCC(=O)N1CCC(c2nc3c(nnn3Cc3ccccc3Cl)c(=O)[nH]2)CC1 | 17 | 0 | 29 | nt | 95 | 5 | 1.9 | 97 | 96 | 9 | 26
COC(=O)N=Nc1c(O)[nH]c2ccc(Br)cc12 | -12 | nt | -22 | 13 | 97 | nt | nt | 99 | ? | 4 | nt
CC(C)CCNC(=O)NC(=O)COC(=O)c1cc(S(=O)(=O)N2CCOCC2)ccc1N1CCCCC1 | -9 | -3 | -3 | nt | 25* | 8 | 1.9 | 12* | 13* | 0 | 30
COc1cc(C(=O)OCC(=O)Nc2ccc(F)cc2F)cc(OC)c1OC | 3 | -3 | -1 | 9 | 103 | 0 | 0.2 | 118 | 106 | 26 | 15
CCCS(=O)(=O)N1CCC(C(=O)NCc2cccnc2)CC1 | 1 | 0 | 6 | nt | 103 | 2 | 0.7 | 101 | 98 | 6 | 40
CCOc1ccc(CNn2nnnc2N)cc1 | -7 | -3 | 8 | nt | 99 | 4 | 0.8 | 105 | 99 | 7 | 55
COc1cccc(OC)c1OCCNCCO | 2 | 0 | 0 | nt | 103 | 0 | 0.2 | 102 | 103 | 35 | 12
O=C(Nc1ccc2c(c1)OCCO2)C1CCCN(S(=O)(=O)c2cccc3nsnc23)C1 (stereo unspecified) | 5 | -3 | -2 | 17 | 103 | 2 | 0.7 | 98 | 102 | 6 | 41
NNC(=O)c1ccccc1OCc1ccccc1 | 10 | nt | -6 | 1 | 104 | nt | nt | 102 | nt | 7 | nt
O=C(CSc1nccn1-c1ccccc1)c1ccc(Cl)cc1 | -16 | 0 | -38 | -2 | 103 | 1 | 0.3 | 102 | 106 | 4 | 24
CC(=O)Nc1ccc(C(=O)OCC(=O)Nc2c(F)cccc2F)cc1 | 4 | nt | -16 | -2 | 100 | nt | nt | 102 | ? | 11 | nt
Cc1nnc(SCC(=O)Nc2sc3c(c2C#N)CCCCC3)n1N | 3 | 2 | -57 | nt | 97 | 4 | 0.9 | 99 | 98 | 3 | 17
Cc1ccc2nc(/C(C#N)=C/c3ccc(-c4cccc([N+](=O)[O-])c4)o3)[nH]c2c1 | 80* | 0 | 36 | 21 | 91 | -2 | -0.5 | 74 | 84 | 7 | 10
Cc1nc2ccc(F)cc2cc1C(=O)Nc1cccc(Cl)c1C | 8 | -28 | -29 | nt | 96 | -1 | -0.1 | 100 | 94 | 3 | 19
COc1ccc(-c2nc(-c3ccccn3)nc(N3CCN(C)CC3)c2C#N)cc1 | 4 | 0 | -18 | 18 | 101 | 3 | 2.3 | 100 | ? | 9 | 13
COC(=O)[C@@H]1CCCN1C(=O)CCc1nnc(CCC2CCCCC2)o1 | 0 | -1 | -15 | nt | 99 | 5 | 1.6 | 100 | 98 | 10 | 12
Cc1cc(C)c(NC(=O)CCCC(=O)O)c(Cl)c1 | 8 | 0 | 0 | 8 | 96 | -1 | -0.2 | 98 | 100 | 9 | 42
CC1CCN(C(=S)NC(=O)c2cccs2)CC1 | -5 | -1 | -11 | -5 | 103 | 0 | -0.1 | 99 | 111 | 16 | 10
Cc1ccc(NC(=O)C(C)N2C(=O)c3ccccc3C2=O)nc1 (stereo unspecified) | 14 | 1 | -16 | 11 | 100 | 3 | 0.2 | 100 | ? | 9 | 12
Nc1nc(CSc2ncn[nH]2)nc(Nc2ccc(F)cc2)n1 | -6 | 3 | 2 | -18 | 101 | 0 | -0.1 | 104 | ? | 11 | 11
O=C1CSC(c2cn(-c3ccccc3)nc2-c2cc3ccccc3oc2=O)N1Cc1ccco1 (stereo unspecified) | 0 | 4 | 14 | 22 | 97 | 10 | 5.2 | 99 | 97 | 23 | 22
CN(C)c1nc(Oc2ccc(C(=O)OCC(=O)Nc3ccccc3)cc2)nc(N(C)C)n1 | -5 | 0 | -8 | nt | 103 | -1 | -0.3 | 100 | 101 | 5 | 19
Cc1cccc(N2C(=O)CC(N3CCOCC3)C2=O)c1 (stereo unspecified) | 14 | 0 | -17 | -29 | 88 | 0 | 0.2 | 99 | 96 | 11 | 8
CCOC(=O)N1CCC(NC(=O)CSc2cc(=O)n(CC)c3ccccc23)CC1 | -1 | 1 | 5 | nt | 98 | 31 | 1.7 | 98 | 97 | 27 | 21
COc1ccc(N(CC(=O)N/N=C/c2cc3ccc(OC)cc3nc2Cl)S(=O)(=O)c2ccccc2)cc1 | -7 | -9 | -18 | nt | 98 | -6 | -0.7 | 99 | 100 | 6 | 19
CCn1c(COc2ccc(C)cc2)nnc1SCc1ccc(C#N)cc1 | 15 | 0 | -10 | nt | 102 | 1 | 0.6 | 100 | 101 | 38 | 17
O=C(CCN1C(=O)c2ccccc2C1=O)C1=NN[C@@H]2C(=O)N(c3ccc(F)cc3)C(=O)[C@H]12 | 10 | -3 | -8 | 9 | 96 | 9 | 0.6 | 101 | 100 | 15 | 9
CC(C)OC(=O)NCCOC(=O)Nc1cccc(Cl)c1 | 1 | 0 | -38 | 2 | 102 | 2 | 0.1 | 103 | 101 | 7 | 25
O=C(CSc1ncn[nH]1)Nc1cccc(S(=O)(=O)N2CCCCCC2)c1 | 3 | 0 | -10 | 4 | 103 | 4 | 0.4 | 103 | 103 | 6 | 7
COc1ccc(N(CC(=O)N2CCN(C)CC2)S(=O)(=O)c2ccccc2)cc1OC | 4 | -4 | -11 | nt | 100 | -2 | -0.1 | 100 | 99 | 20 | 26
Cc1onc(-c2ccccc2)c1CNS(=O)(=O)c1ccc(F)cc1F | 3 | nt | -13 | -3 | 108 | nt | nt | 104 | ? | 4 | nt
COc1cc2c(cc1OC)C(C(=O)NCc1ccco1)C(c1cccs1)N(C)C2=O (stereo unspecified) | 4 | 0 | -27 | -5 | 100 | 1 | 0.5 | 99 | 95 | 11 | 25
COc1ccc(OC)c(NC(=O)c2ccc(Cl)cc2)c1 | 8 | 1 | 1 | nt | 101 | 28 | 0.6 | 101 | 97 | 11 | 14
COc1ccc(OC)c(/C=N\NC(=O)CC(=O)NCCc2ccccc2)c1 | -3 | 0 | -1 | 15 | 106 | 2 | 0.4 | 104 | 109 | 16 | 13
CC1CCCC(C)N1NC(=S)Nc1ccc(OC(F)F)cc1 (stereo unspecified) | 4 | -11 | -32 | -7 | 100 | 0 | 0.1 | 88 | 98 | 0 | 7
COc1cc(/C=C2/C(=O)ON=C2c2ccccc2)ccc1O | 21 | -9 | -117 | 16 | 105 | -3 | -0.9 | 98 | 102 | 9 | 5
CCCn1c(SCC(=O)NCc2ccc(F)cc2)n[nH]c1=O | 15 | -1 | 2 | 4 | 88 | 5 | 0.3 | 94 | 94 | 10 | 16
CCS(=O)(=O)N1CCN(C2CCC(C)CC2)CC1 (stereo unspecified) | 35 | -7 | 41 | nt | 102 | 0 | 0.1 | 101 | 99 | 11 | 35
c1ccc(CCn2nnc3ccccc32)cc1 | 14 | nt | 1 | 17 | 111 | nt | nt | 106 | ? | 3 | nt
CCCCN(CC)CCCNC(=S)Nc1ccc2nc(N3CCN(CC)CC3)cc(C)c2c1 | 21 | -1 | -62 | 2 | 103 | 1 | 0.8 | 101 | ? | 11 | 19
CCOC(=O)Cn1c(=O)oc2cc(S(=O)(=O)Nc3cc(Cl)ccc3OC)ccc21 | 7 | -2 | 0 | nt | 102 | 16 | 2.1 | 102 | 104 | 27 | 15
C/C(=N\OC(=O)c1ccc(Br)cc1)c1ccccn1 | -17 | -5 | -6 | 6 | 99 | 3 | -0.5 | 90 | 95 | 7 | 5
C[C@@H](C(=O)OCn1nnc2ccccc2c1=O)N1C(=O)C2CCCCC2C1=O (stereo partly specified) | 6 | -2 | 8 | nt | 100 | 6 | 2.8 | 98 | 100 | 9 | 12
O=S(=O)(CC12C3C4C5C1C2C(Br)(C43)C51OCCO1)c1ccccc1 (stereo unspecified) | 8 | -5 | -3 | -10 | 105 | -1 | 0.3 | 96 | 106 | 8 | 5
CCc1cccc(OCC(=O)Nc2c[nH]c(=O)[nH]c2=O)c1 | 17 | -7 | 11 | 5 | 98 | 1 | 0.3 | 100 | 99 | 9 | 15
O=C(O)CC/C(=N\NC(=O)CNC(=O)c1cccc(Cl)c1)c1ccccc1 | -2 | 0 | -22 | -17 | 98 | 0 | 0.0 | 92 | 99 | 15 | 14
CCCN1C(=O)C(O)(C2COC(C)(C)CC2=O)c2ccccc21 (stereo unspecified) | 14 | -2 | -24 | -22 | 101 | 0 | 0.1 | 99 | 96 | 12 | 14
Cn1c(=O)c(=O)n(C)c2cc(S(=O)(=O)N3CCCC3C(=O)NCc3cccs3)ccc21 (stereo unspecified) | -4 | nt | -9 | -19 | 93 | nt | nt | 97 | ? | 4 | nt
Cc1ccccc1C(=O)Nc1nnc(-c2ccco2)s1 | 9 | 0 | -29 | 6 | 100 | 1 | 0.1 | 102 | 107 | 7 | 27
